High-throughput results deposited in PubChem by several laboratories.
HSF1 inh: HSF1 inhibition; NIH3T3-HGL HSE-luciferase, MG132-induced, luminescence 8 h; stronger effect = lower value; activity change, negative = inhibition, % at 7.5 µM (by protocol); 300,000 compounds, 0.77% hits; AID 2098;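 active = more than half of replicate wells show activity change below -50%, luminescence cut by over half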;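 also: luciferase reports HSF-1 transcriptional activity via heat shock element; 0% = median of DMSO wells and -100% = zero luminescence signal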
AI-2 QS modul: modulators of Vibrio harveyi AI-2 quorum sensing system. AID 2094. activity change, % at 7.5 µM. 300,000 compounds, 0.4% hits. Vibrio harveyi JMH597 AI-2 luminescence/OD600 ratio, 9 h; stronger effect = lower value; strain lacks LuxN and CqsS sensors; 0 = neutral-control median; in the data active = activity change below about -75%, passing the limit was not always enough;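 also: luminescence divided by OD600 gain over 9 h not by final OD600 alone; inactives centre near 13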
IEC-6 cytotox: counter-screen for KLF5 inhibitors: cytotoxicity in IEC-6 cells | IEC-6 cytotoxicity, luminescence viability | inhibition, % at 5 µM | AID 1825 | 290,000 compounds, 0.78% hits; in the data active = inhibition above about 22%;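 also: 0% = plate median of test compound wells and 100% = cytotoxic reference compound wells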
KLF5 inh: suppresses KLF5 promoter-driven expression; DLD-1 KLF5 promoter-luciferase reporter, luminescence; inhibition, % at 5 µM; 290,000 compounds, 0.23% hits; AID 1700;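 active = inhibition above a per-plate limit of that plate's mean compound inhibition plus 3 SD, cut at about 60% in these data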;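 also: 0% = DMSO wells and 100% = LY294002 at 200 µM; higher means less KLF5 promoter-driven luciferase light; inactives centre near -14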
aSyn 5UTR inh: 5' untranslated region of α-synuclein, MLPCN primary screen; alpha-synuclein 5'UTR reporter, inhibitor activity; inhibition, % (tested at 7.5 µM); 300,000 compounds, 0.82% hits; AID 1813; in the data active = inhibition above about 60%;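 also: H4 neuroglioblastoma cells stably carrying SNCA 5'UTR luciferase fusion; 0% = DMSO wells and 100% = positive control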
HDAC3 inh: inhibitors of human histone deacetylase 3. O15379. recombinant HDAC3, fluorogenic peptide/trypsin coupled, fluorescence. inhibition, % at 8.3 µM. 320,000 compounds, 0.15% hits. AID 2718; in the data active = inhibition above about 26%, passing the limit was not always enough
Target sequence (O15379 whole entry, looked up): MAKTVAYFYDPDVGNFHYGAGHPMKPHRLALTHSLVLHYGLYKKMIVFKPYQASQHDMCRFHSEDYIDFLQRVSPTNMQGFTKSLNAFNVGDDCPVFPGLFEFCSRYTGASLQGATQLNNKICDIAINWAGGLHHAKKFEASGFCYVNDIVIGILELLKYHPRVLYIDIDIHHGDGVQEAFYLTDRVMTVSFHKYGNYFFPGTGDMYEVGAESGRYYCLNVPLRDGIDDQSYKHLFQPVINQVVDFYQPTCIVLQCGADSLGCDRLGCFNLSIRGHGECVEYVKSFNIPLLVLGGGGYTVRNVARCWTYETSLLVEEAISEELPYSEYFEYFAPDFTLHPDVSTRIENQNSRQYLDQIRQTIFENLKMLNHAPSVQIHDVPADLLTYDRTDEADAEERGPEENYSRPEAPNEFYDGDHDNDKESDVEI
HIF activator: HIF pathway transcriptional activation | activation, % at 7.5 µM (by protocol) | AID 1910 | 300,000 compounds, 0.32% hits | U2OS HRE-luciferase reporter, luminescence; normalized: DMSO 0%, desferrioxamine 100%;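 active = mean activation of at least 10% of the iron chelator positive control signal, with at least half of replicates also reaching 10%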
HSF1 activator: increases HSF-1 driven luciferase reporter signal. AID 504408. NIH3T3-HGL HSF-1 luciferase reporter, MG132, 8 h; 100% = twice DMSO control signal. activation, % at 9 µM. 300,000 compounds, 1.7% hits;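 active = mean replicate activation of at least 50% with a set share of replicates each reaching 50%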;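 also: 0% = median of the neutral control wells and 100% = twice that signal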
HSP90 inh: blocks HSP90-mediated luciferase refolding in reticulocyte lysate; 290,000 compounds, 0.91% hits; inhibition, % at 5.6 µM; Rabbit reticulocyte lysate, luciferase refolding luminescence, 3 h;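 active = inhibition above the screen-wide mean plus 3 SD, computed separately per campaign, cut at about 16% in these data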;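 also: 0% = DMSO wells and 100% = 60 µM geldanamycin wells; inhibitors lower the luminescence because luciferase stays unfolded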
Platelet DG rel: modulates dense granule release in human platelets; human platelet-rich plasma, SFLLRN dense granule ATP release, luminescence; inhibition, %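 (compounds screened at 7.5 µM in platelet-rich plasma)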; 300,000 compounds, 0.22% hits; AID 1663;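 active = mean replicate score, as percent of positive control, at or above 50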
* hit, by the source's call; · = no result given.

SMILES	HSF1 inh	AI-2 QS modul	IEC-6 cytotox	KLF5 inh	aSyn 5UTR inh	HDAC3 inh	HIF activator	HSF1 activator	HSP90 inh	Platelet DG rel
Cc1ccc(C)c(NC(=O)c2ccccc2NS(=O)(=O)c2cc([N+](=O)[O-])ccc2C)c1	9	49	1	-9	8	2	-0.1	21	3	2
CCCCSc1nc(NCc2ccco2)c2c3c(sc2n1)COC(C)(C)C3	24	28	-2	-8	0	-14	2.1	39	1	4
COc1cc(Cl)c(C)cc1NC(=O)[C@@H]1CCCN1C(=O)c1cccs1	2	3	9	5	16	0	-0.4	0	1	-1
CC(C)CCn1c(CN2CCOCC2)nc2c1c(=O)n(C)c(=O)n2C	0	34	3	14	-22	·	-0.5	-17	-3	1
CCOc1ccccc1N(CC(=O)NC1CCCCC1)C(=O)CCCC(=O)Nc1ccccn1	-6	30	6	-11	15	-5	-2.0	-5	-2	-1
O=C(Nc1nc(-c2cccnc2)cs1)c1ccc(S(=O)(=O)N2CCOCC2)cc1	-3	-1	-8	-18	9	-1	0.0	-1	2	3
CCOC(=O)Nc1ccc2nc(N3CCCCCC3)sc2c1	23	3	67*	-24	-313	2	5.6	37	-3	2
COc1ccc(-c2nnnn2C)cc1S(=O)(=O)NCCc1ccccc1	-2	18	4	-17	-3	-1	-0.1	2	1	1
COc1ccc(C(CNC(=O)COc2ccc(F)cc2Br)N2CCCC2)cc1 (stereo not drawn)	2	22	-6	0	-4	1	0.3	-2	0	-2
O=C(NCc1ccco1)C1CCCN(S(=O)(=O)c2cnc[nH]2)C1 (stereo not drawn)	-1	11	-9	-72	-14	-2	·	7	-3	-5
Cc1cc(NC(=O)Nc2ccc(F)cc2)no1	9	9	2	-46	-23	4	0.6	13	0	6
Cc1cc(Cl)ccc1NC(=O)c1ccc2c(c1)CCN2S(C)(=O)=O	0	16	3	-25	-21	1	1.9	-11	1	-3
CCOc1ccc(S(=O)(=O)NCCCN2CCOCC2)cc1	-3	12	-2	8	-3	1	-0.5	2	7	8
Oc1ccc(/C=N/n2c(-c3ccccc3)n[nH]c2=S)cc1Br	-3	11	-6	-19	40	-5	1.2	-12	3	4
CN1CCN(c2ccc(Cl)cc2NC(=O)/C=C/c2ccc(F)cc2)CC1	-3	-7	2	-7	-44	4	-0.2	-4	3	0

Six compounds out of the list, arranged by heavy-atom count, falling.
SMILES	HSF1 inh	AI-2 QS modul	IEC-6 cytotox	KLF5 inh	aSyn 5UTR inh	HDAC3 inh	HIF activator	HSF1 activator	HSP90 inh	Platelet DG rel
CCOc1ccccc1N(CC(=O)NC1CCCCC1)C(=O)CCCC(=O)Nc1ccccn1	-6	30	6	-11	15	-5	-2.0	-5	-2	-1
CCCCSc1nc(NCc2ccco2)c2c3c(sc2n1)COC(C)(C)C3	24	28	-2	-8	0	-14	2.1	39	1	4
COc1ccc(-c2nnnn2C)cc1S(=O)(=O)NCCc1ccccc1	-2	18	4	-17	-3	-1	-0.1	2	1	1
Cc1cc(Cl)ccc1NC(=O)c1ccc2c(c1)CCN2S(C)(=O)=O	0	16	3	-25	-21	1	1.9	-11	1	-3
O=C(NCc1ccco1)C1CCCN(S(=O)(=O)c2cnc[nH]2)C1 (stereo not drawn)	-1	11	-9	-72	-14	-2	·	7	-3	-5
Cc1cc(NC(=O)Nc2ccc(F)cc2)no1	9	9	2	-46	-23	4	0.6	13	0	6

Carrying on.
SMILES	HSF1 inh	AI-2 QS modul	IEC-6 cytotox	KLF5 inh	aSyn 5UTR inh	HDAC3 inh	HIF activator	HSF1 activator	HSP90 inh	Platelet DG rel
Cc1cc(C)c2ccc(NN)nc2c1O	-11	14	-4	-51	3	·	-0.3	-3	2	-1
COc1ccc(C(=O)Nc2cccc(C(=O)O)c2)cc1S(=O)(=O)N1CCCC1	-1	20	-11	-10	9	-1	-0.3	-2	2	2
O=C(Nc1ccc(F)cc1)C1CCCN1S(=O)(=O)c1ccc(Br)cc1 (stereo not drawn)	-2	16	-2	-6	6	-6	-0.6	-4	-2	-23
CCOc1ccccc1OCCOCCOc1ccccc1[N+](=O)[O-]	6	-8	-2	-23	0	-3	-0.4	20	-7	-1
Nn1c(SCC(=O)Nc2ccc(F)cc2F)nnc1-c1cccnc1	16	5	2	-66	-89	1	1.7	25	0	1
O=C(CCNS(=O)(=O)c1ccccc1)NCCCSc1ccccc1	-3	-9	1	-8	-3	2	-2.2	-16	-2	-2
CCOC(=O)C(C)Sc1nc(=O)n2ccccc2n1 (stereo not drawn)	-5	24	-1	-1	-14	9	0.0	3	1	-3
COc1ccccc1NC(=O)Cn1c(O)c(N=NC(=O)c2ccccc2O)c2ccccc21	-5	27	6	-6	-23	-8	-1.7	12	0	-1
CCC1SC2=NCN(c3ccccc3)CN2C1=O (stereo not drawn)	-17	19	2	-2	-5	12	-0.1	-28	-2	-1
COc1ccc(S(=O)(=O)c2ccc(OC)c(OC)c2)cc1OC	4	20	-1	-22	14	1	0.4	-10	-3	14
COCCNc1ccc(S(=O)(=O)N2CCCC2)cn1	2	22	-1	-10	-12	-3	-0.4	-6	-2	8
CC(=O)N1c2ccc(S(=O)(=O)N3CCCC(C(=O)Nc4cccc(F)c4)C3)cc2CC1C (stereo not drawn)	-1	28	4	-9	4	1	-0.4	-21	-2	5
CCOC(=O)c1c(C2COc3ccccc3O2)csc1NC(=O)c1ccco1 (stereo not drawn)	2	30	-5	-19	25	2	0.2	-12	-2	-3
CCCc1nc2c(nnn2Cc2ccccc2Cl)c(=O)[nH]1	20	35	-4	-10	0	-7	-0.4	40	-1	-7
Cc1cc(-c2nc3ccccc3c(=O)o2)ccc1[N+](=O)[O-]	-7	-8	11	-26	-46	-4	3.5	4	1	1
O=C(NC1=NCCS1)c1ccc(Cl)c(S(=O)(=O)N2CCCC2)c1	-1	-5	2	6	2	-2	-0.2	2	0	-5
Cn1ccnc1SCc1ccc(Cl)cc1Cl	-1	27	0	-15	27	1	0.0	9	1	3
Cc1nn(C)cc1/C=N/NC(=O)Cn1nccc1C	-3	-5	1	-28	-28	0	-0.6	6	3	-16
O=C(CSc1ncc(-c2ccccc2)nn1)NCc1ccco1	0	18	-2	-46	3	-3	-0.5	8	2	-4
CCCNC(=O)NCc1ccc(N2CCCC2=O)cc1	1	18	-1	-19	-7	5	0.3	-5	-2	4
CCN(C1CCCCC1)S(=O)(=O)c1ccc(S(=O)(=O)N(CC(=O)Nc2ccccc2)C2CC2)cc1	-1	23	-2	-28	0	11	0.2	-13	-1	9
CCN1C(=O)c2ccccc2S(=O)c2ccc(C(=O)NC3CC3)cc21 (stereo not drawn)	-2	9	6	-9	2	·	-0.2	4	1	-3
COc1ccc(-n2nc(C(=O)NCC(=O)NC3CCCC(C)C3C)c3ccccc3c2=O)c(OC)c1 (stereo not drawn)	4	15	-3	-28	-19	4	0.0	10	0	-3
COc1ccc(Cl)cc1NC(=O)c1cc(C)no1	0	3	7	-32	14	1	1.5	2	2	0
CCCCCN1C=CC=C/C1=C\C=C(C#N)C#N	-5	32	8	10	24	-2	0.3	-6	3	6
CN1C(=O)C2ON(c3ccccc3)C(c3cccs3)C2C1=O (stereo not drawn)	-14	14	2	-14	-5	8	0.1	-13	-1	-3
COC(=O)CSc1nc2cc(OC)ccc2n1C	2	6	4	-16	11	5	-0.6	15	2	-11
Cc1ccc(C)c(NC(=O)N2CCc3ccccc3C2)c1	5	-3	4	-53	-67	·	0.6	31	2	-3
COc1nc2ccccc2nc1N1CCN(c2ccc(F)cc2)CC1	-3	14	4	-11	14	-3	-1.3	-4	0	-2
CCOCCCNCc1ccc(OC)cc1	1	0	1	-33	-35	-1	0.1	3	4	-4
O=C(NC(C(=O)c1ccccc1)N1CCOCC1)c1ccccc1 (stereo not drawn)	12	37	7	-34	-67	3	1.9	24	4	5
CN(C(=O)COc1coc(CN2CCN(c3ccccc3)CC2)cc1=O)c1ccccc1	-1	-6	·	·	5	·	0.0	10	·	-6
O=C(Nc1ccc(Br)cc1F)C1CC(=O)N(C2CCCCC2)C1 (stereo not drawn)	-1	-2	-8	-31	10	1	0.4	3	6	-9
CC(=O)NCCc1nc2cc(NC(=O)c3cccs3)ccc2n1C	3	14	-3	-29	-19	-10	2.6	22	0	11
CC1=NNC(=O)/C1=C\c1cn(-c2ccccc2)nc1-c1ccc(F)cc1	111	24	-2	1	-27	·	2.4	146*	4	-8
O=C(Nc1nc2ccccc2s1)Nc1ccc(F)cc1F	36	2	4	-194	-119	2	5.3	50*	0	1
COC(=O)[C@@]12CCCCN1[C@H](c1ccc(-c3cccc(Cl)c3)c(OC)c1)[C@H]1C(=O)N(C)C(=O)[C@H]12	-3	14	·	·	34	13	-0.1	1	·	-2
Cc1ccc(C(=O)Nc2ccccc2C(=O)Nc2ccccn2)cc1Cl	7	23	2	-21	-70	-4	-3.6	8	-2	1
Cc1ccc(Cl)c(OCCN2CCCC(C)C2)c1 (stereo not drawn)	0	5	-1	-7	-6	-1	0.3	-9	2	-6
Cc1ccccc1/C(N)=N/OC(=O)N1c2ccccc2Sc2ccccc21	-1	20	8	4	-22	-1	0.1	-7	6	12
COc1cc(-c2csc(NC3CCCCC3)n2)cc(OC)c1OC	-3	13	-8	-36	3	6	-0.1	11	2	2
COc1ccc(/C=C(/NC(=O)c2ccc(OC)c(OC)c2)C(=O)NCCc2c[nH]c3ccccc23)cc1	3	30	-8	-30	-11	7	0.3	3	1	-20
CC(=O)C1=C(c2ccccc2)OC(N)=C(C#N)C1c1ccccc1F (stereo not drawn)	6	13	-4	-5	-31	-2	-0.2	23	-6	10
Cc1cc(S(=O)(=O)Nc2nc(CN3CCOCC3)nc3sc4c(c23)CCCC4)ccc1F	·	22	2	-22	·	3	·	·	-3	·
COc1ccc(NC(=O)Cn2cnc3c(nnn3-c3ccc(C)cc3)c2=O)cc1	-7	12	4	6	-6	-1	-0.4	-9	-3	-5
CCOc1ccccc1NC(=S)NC1CCCCC1	-11	16	1	-23	-6	0	0.3	23	2	5

An excerpt of these results, field by field:
> Cc1ccc(C)c(NC(=O)c2ccccc2NS(=O)(=O)c2cc([N+](=O)[O-])ccc2C)c1
- HSF1 inh: 9
- AI-2 QS modul: 49
- IEC-6 cytotox: 1
- KLF5 inh: -9
- aSyn 5UTR inh: 8
- HDAC3 inh: 2
- HIF activator: -0.1
- HSF1 activator: 21
- HSP90 inh: 3
- Platelet DG rel: 2
> CCCCSc1nc(NCc2ccco2)c2c3c(sc2n1)COC(C)(C)C3
- HSF1 inh: 24
- AI-2 QS modul: 28
- IEC-6 cytotox: -2
- KLF5 inh: -8
- aSyn 5UTR inh: 0
- HDAC3 inh: -14
- HIF activator: 2.1
- HSF1 activator: 39
- HSP90 inh: 1
- Platelet DG rel: 4
> COc1cc(Cl)c(C)cc1NC(=O)[C@@H]1CCCN1C(=O)c1cccs1
- HSF1 inh: 2
- AI-2 QS modul: 3
- IEC-6 cytotox: 9
- KLF5 inh: 5
- aSyn 5UTR inh: 16
- HDAC3 inh: 0
- HIF activator: -0.4
- HSF1 activator: 0
- HSP90 inh: 1
- Platelet DG rel: -1

Not a hit list; any-hit rate near 5%.
